Bioassay records from PubChem.
Pol beta inh = inhibitors of human DNA polymerase beta. P06746. Pol beta primer extension/strand displacement, fluorescence kinetic. AID 485314. actives 1.3% (n = 340,000). Potency, µM (highest dose often 114 µM), for the others: at the highest dose activity change, negative = inhibition, usual class: inhibitors; further: on the % scale 0 is the no-effect control and ±100 the full control effect
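Preincubation: enzyme (10 nM) with compound, 15 min, RT. Reaction: substrate added to 50 nM final. Reads: 0 and 10 min. Analysis: normalized, Hill fit.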
POLH inh = DNA polymerase eta (human) inhibition; Q9Y253; recombinant Pol eta, fluorescent DNA replication assay; Potency, µM (top dose mostly 114 µM), without a hit: top-dose activity change, negative = inhibition, usual class: inhibitors; actives 1.2% (n = 390,000); AID 588591; further: on the % scale 0 is the no-effect control and ±100 the full control effect
Target sequence (Q9Y253 whole entry, looked up): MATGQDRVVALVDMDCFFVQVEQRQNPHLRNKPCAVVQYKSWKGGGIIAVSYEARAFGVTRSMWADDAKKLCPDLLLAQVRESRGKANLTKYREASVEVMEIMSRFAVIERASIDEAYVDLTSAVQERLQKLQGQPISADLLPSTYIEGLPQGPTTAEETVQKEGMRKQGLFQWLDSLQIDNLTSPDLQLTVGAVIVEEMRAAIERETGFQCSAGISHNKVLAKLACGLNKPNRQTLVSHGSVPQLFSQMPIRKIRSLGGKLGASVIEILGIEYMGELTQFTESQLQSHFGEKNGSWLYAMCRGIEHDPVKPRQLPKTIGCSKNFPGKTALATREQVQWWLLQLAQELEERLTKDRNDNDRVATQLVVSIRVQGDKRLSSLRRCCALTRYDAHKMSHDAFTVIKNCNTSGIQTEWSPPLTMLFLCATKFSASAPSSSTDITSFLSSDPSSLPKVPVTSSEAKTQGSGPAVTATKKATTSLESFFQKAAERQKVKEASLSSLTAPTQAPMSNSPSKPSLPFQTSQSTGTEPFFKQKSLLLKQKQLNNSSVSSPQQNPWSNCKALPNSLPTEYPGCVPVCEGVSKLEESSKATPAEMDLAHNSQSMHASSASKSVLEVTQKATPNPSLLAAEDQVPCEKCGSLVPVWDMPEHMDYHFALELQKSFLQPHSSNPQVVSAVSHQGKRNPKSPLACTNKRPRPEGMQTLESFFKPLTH
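Pol eta (10 nM) was preincubated with compounds for 15 min at room temperature, after which fluorescent replication substrate (50 nM final) was added to start the reaction. Fluorescence was read kinetically at 0 and 10 min.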
G9a block = blocks human histone lysine methyltransferase G9a | Q96KQ7 | G9a H3K9 monomethylation, AlphaScreen, 2 h | Potency, µM (top dose mostly 102 µM), without a hit: at the highest dose activity, negative = inhibition, most hits filed as inhibitors | actives 8.8% (n = 350,000) | AID 504332; further: on the % scale 0 is the no-effect control and ±100 the full control effect; nearly all actives have a fitted effect of over 75% in size
Target sequence (Q96KQ7 913-1193 limits assumed): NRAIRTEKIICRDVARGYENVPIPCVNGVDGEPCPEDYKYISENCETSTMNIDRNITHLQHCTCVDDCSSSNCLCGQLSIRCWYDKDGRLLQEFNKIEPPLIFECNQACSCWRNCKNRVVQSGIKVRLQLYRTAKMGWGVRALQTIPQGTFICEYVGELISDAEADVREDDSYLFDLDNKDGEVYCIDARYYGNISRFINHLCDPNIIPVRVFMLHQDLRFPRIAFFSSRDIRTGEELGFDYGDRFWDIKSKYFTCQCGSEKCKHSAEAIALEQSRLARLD
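G9a (20 nM) preincubated 15 min RT with compounds, then 500 nM biotinylated H3K9 peptide and 20 uM SAM added; 2 h RT reaction. Monomethyl-H3K9 product detected by AlphaScreen with anti-H3K9me1 antibody, streptavidin donor and anti-rabbit IgG acceptor beads.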
BLM inh = inhibitors of human Bloom syndrome helicase BLM; P54132; recombinant BLM DNA unwinding, fluorescence dequenching; Potency, µM (top dose mostly 56.1 µM), inactives show at the highest dose activity change, negative = inhibition, most hits filed as inhibitors; actives 0.2% (n = 350,000); AID 2528;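 further: plate controls were vehicle for no effect and no enzyme for full effect; nearly all actives have a fitted effect of over 35% in size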
BAZ2B block = blocks human BAZ2B. AlphaScreen BAZ2B-H3K14Ac peptide displacement. actives 4.4% (n = 360,000). Q9UIF8. Potency, µM (titrated, usually from 114 µM), inactives show at the top dose activity change, negative = inhibition, most hits filed as inhibitors; further: on the % scale 0 is the no-effect control and ±100 the full control effect; nearly all actives have a fitted effect of over 60% in size
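AlphaScreen displacement of biotin-H3(5-23)K14Ac peptide (50 nM final) from BAZ2B (50 nM final) in PBS pH 7.4, 0.01% Tween-20; complex preformed 30 min RT, then compounds (top 110 uM) 30 min RT, beads 20 min dark.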
POLI inh = blocks human DNA polymerase iota activity; actives 1% (n = 390,000); Potency, µM (top dose mostly 115 µM), for inactives: top-dose activity, negative = inhibition, hits mostly inhibitors; Q9UNA4; AID 588590; Pol iota fluorescent replication assay, 10 min
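Pol iota at 10 nM preincubated 15 min with compounds at room temperature; reaction started with fluorescent substrate, 50 nM final. Fluorescence read kinetically at 0 and 10 min; buffer-only wells as negative control.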
APE1 inh = blocks human APE1 abasic DNA cleavage; Potency, µM (series often up to 65.8 µM), without a hit: at the highest dose activity change, negative = inhibition, actives largely listed as inhibitors; actives 0.35% (n = 350,000); recombinant APE1, TAMRA/BHQ-2 abasic DNA cleavage fluorescence; AID 2517; P27695;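 further: plate controls were vehicle for no effect and reference inhibitor for full effect; nearly all actives have a fitted effect of over 55% in size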
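Activity was derived from the fluorescence gain between first and third kinetic reads (60 s intervals, ex 525/em 598 nm) after 50 nM THF-abasic TAMRA/BHQ-2 duplex was added to 0.75 nM APE1 preincubated 15 min with compound.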
POLK inh = inhibitors of human DNA polymerase kappa. Q9UBT6. purified Pol kappa, fluorescent DNA synthesis assay, 10 min. Potency, µM (titrated, usually from 107 µM), without a hit: at the highest dose activity, negative = inhibition, hits mostly inhibitors. actives 0.53% (n = 400,000). AID 588579; further: on the % scale 0 is the no-effect control and ±100 the full control effect
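10 nM Pol kappa was preincubated with compounds for 15 min at room temperature. Reaction started with 50 nM (final) substrate. Fluorescence read kinetically at 0 and 10 min.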
JMJD2A Tudor = JMJD2A Tudor domain (human) inhibition | AlphaScreen JMJD2A-Tudor / H3K4me3 peptide binding | Potency, µM (highest dose often 114 µM), for inactives: at the top dose activity change, negative = inhibition, most hits filed as inhibitors | actives 4.4% (n = 390,000) | AID 504339; further: on the % scale 0 is the no-effect control and ±100 the full control effect; nearly all actives have a fitted effect of over 50% in size
Starred values were filed as active, the others as inactive; ? = inconclusive; / = no result given; [ ] = dose if it differs, or a comment. The call rests on the fitted dose curve; in most records, active means well fitted curve in the direction sought with a large enough effect; inconclusive means small, poorly fitted or top-dose-only effect, or another doubt; inactive means no such curve, though single readings can be large; an effect the other way counts as inactive or inconclusive. Potency means the concentration at half of the fitted maximal effect.

item	Compound	Pol beta inh	POLH inh	G9a block	BLM inh	BAZ2B block	POLI inh	APE1 inh	POLK inh	JMJD2A Tudor
1	O=C(Nc1ccccc1)N1CCN(c2ccccn2)CC1	39%	-15%	-5%[59 µM]	0%	-5%	8%	-5%	-2%	-14%
2	COc1ccc(C2NC(c3ccc(OC)cc3)C(C)C(=O)C2C)cc1 (stereo unspecified)	11%	-21%	29%	-8%	6%	5%	18%	-5%	16%
3	C=C(C)COc1ccc(-c2nc(N)ncc2-c2ccc(OC)cc2)c(O)c1	2%	/	-2%[12.7 µM]	-20%	?	/	-12%	/	/
4	CN(c1ccc(C(=O)Nc2ccccc2Sc2ccccc2)cc1)S(C)(=O)=O	?	-18%	100%[activator][59 µM]	-7%	-27%[57.1 µM]	-3%	4%	-10%	-17%
5	C=CCOc1ccn(C)c(=O)n1	13%	-4%	0%	-14%	5%	19%	-3%	6%	-8%
6	CCOC(=O)C1(Cc2ccccc2C)CCCN(S(=O)(=O)CC)C1 (stereo unspecified)	?	-10%	/	1%	-5%	-29%	-9%	-8%	-5%
7	OCCNc1nc(Nc2ccc(Br)cc2)nc2ccccc12	-17%	-16%	50µM*	1%	-17%	71%[activator]	2%	-7%	-23%
8	CC(=O)NC(=S)Nc1sc2c(c1C#N)CCCCC2	29%[57.1 µM]	-12%	45µM*	-13%	4%	111%[activator]	-3%	0%	-24%
9	O=C(Nc1ccc2nc(SCC(=O)N3CCc4ccccc43)sc2c1)c1ccccc1F	-1%	4%	34%[59 µM]	8%	13%	6%	/	5%	?
10	CCc1nn(CC(=O)NCc2ccc(C)cc2)c(=O)c2cc3occc3n12	?	-4%	8%[59 µM]	-6%	-4%	-3%	/	-8%	-25%
11	CC(=O)Nc1ccc(-n2nnnc2SCC(=O)Nc2cccc(NC(=O)c3ccco3)c2)cc1	?	?	25%[59 µM]	-23%	?	28µM*	?	-55%	-29%
12	O=C(CN1C(=O)/C(=C/c2ccccc2F)Sc2ccccc21)NCC1CCCO1 (stereo unspecified)	-11%	-3%	/	-4%	-2%	-11%	11%	-17%	-26%

Arranged by count of non-hydrogen atoms (ascending): some entries from above.
item	Compound	Pol beta inh	POLH inh	G9a block	BLM inh	BAZ2B block	POLI inh	APE1 inh	POLK inh	JMJD2A Tudor
8	CC(=O)NC(=S)Nc1sc2c(c1C#N)CCCCC2	29%[57.1 µM]	-12%	45µM*	-13%	4%	111%[activator]	-3%	0%	-24%
1	O=C(Nc1ccccc1)N1CCN(c2ccccn2)CC1	39%	-15%	-5%[59 µM]	0%	-5%	8%	-5%	-2%	-14%
10	CCc1nn(CC(=O)NCc2ccc(C)cc2)c(=O)c2cc3occc3n12	?	-4%	8%[59 µM]	-6%	-4%	-3%	/	-8%	-25%

Other results follow:
item	Compound	Pol beta inh	POLH inh	G9a block	BLM inh	BAZ2B block	POLI inh	APE1 inh	POLK inh	JMJD2A Tudor
13	CCc1ccccc1NC(=O)C1CCN(c2nc3ccccc3[nH]2)CC1	0%	-7%	6%[59 µM]	-2%	3%	20%	/	-6%[60.1 µM]	-2%
14	COc1ccccc1N1CCN(CCCN2CC(=O)N3CCCCC3C2=O)CC1 (stereo unspecified)	/	-1%	/	/	/	-3%	/	-19%	-5%
15	COc1ccc(S(=O)(=O)N2CCCC(C(=O)NCc3ccco3)C2)cc1OC (stereo unspecified)	5%	-3%	0%	-2%	?	?	-19%	-19%	-10%
16	CCC1Sc2ccc(S(=O)(=O)Nc3ccc(OC)cc3)cc2NC1=O (stereo unspecified)	0%	-18%	/	-2%	-9%	13%	-20%	-24%	-27%
17	O=C(NN1CC(C(=O)OCc2ccccc2F)CC1=O)c1ccccc1 (stereo unspecified)	34%	-5%	136%[activator]	-13%	1%	8%	17%	-6%	-1%
18	Cc1ccc(N2CCN(c3ccc(NC(=O)CCC(=O)O)cc3)CC2)cc1	68%	-15%	?	2%	3%	-6%	17%	-13%	-16%
19	Cc1c(NC(=O)C(=O)N/N=C/c2cccs2)c(=O)n(-c2ccccc2)n1C	-18%	-8%	7%	-5%	-20%	-24%	-2%	-3%	-8%
20	COc1ccc(S(=O)(=O)Nc2nc3ccccc3nc2NCc2ccc3c(c2)OCO3)cc1	2%	-27%	1%	-2%	0%	17%	-3%	-3%	1%
21	CC1=C(Cl)C2=NS(=O)(=O)CCN2C=C1Cl	0%	-3%	-23%	-5%	-2%	1%	-3%	-3%	1%
22	N#C/C(C(=O)c1ccccc1)=C1/SC=C(N)N1c1ccccc1	-1%	/	?	-9%	45µM*	/	-7%	/	/
23	Cc1nn2c(=O)cc(COC(=O)c3cccc(NC(=O)CCc4ccccc4)c3)nc2s1	8%	9%	?	-5%	-9%	?	/	-9%[60.1 µM]	-10%
24	O=C(NC(Cc1ccccc1)C(=O)O)/C(=C/c1ccccc1)NC(=O)c1ccc(Br)o1 (stereo unspecified)	9%	-3%	-12%[12.7 µM]	1%	22%	6%	46%	-5%	-11%

14 consecutive entries from above, quoted:
item	Compound	Pol beta inh	POLH inh	G9a block	BLM inh	BAZ2B block	POLI inh	APE1 inh	POLK inh	JMJD2A Tudor
8	CC(=O)NC(=S)Nc1sc2c(c1C#N)CCCCC2	29%[57.1 µM]	-12%	45µM*	-13%	4%	111%[activator]	-3%	0%	-24%
9	O=C(Nc1ccc2nc(SCC(=O)N3CCc4ccccc43)sc2c1)c1ccccc1F	-1%	4%	34%[59 µM]	8%	13%	6%	/	5%	?
10	CCc1nn(CC(=O)NCc2ccc(C)cc2)c(=O)c2cc3occc3n12	?	-4%	8%[59 µM]	-6%	-4%	-3%	/	-8%	-25%
11	CC(=O)Nc1ccc(-n2nnnc2SCC(=O)Nc2cccc(NC(=O)c3ccco3)c2)cc1	?	?	25%[59 µM]	-23%	?	28µM*	?	-55%	-29%
12	O=C(CN1C(=O)/C(=C/c2ccccc2F)Sc2ccccc21)NCC1CCCO1 (stereo unspecified)	-11%	-3%	/	-4%	-2%	-11%	11%	-17%	-26%
13	CCc1ccccc1NC(=O)C1CCN(c2nc3ccccc3[nH]2)CC1	0%	-7%	6%[59 µM]	-2%	3%	20%	/	-6%[60.1 µM]	-2%
14	COc1ccccc1N1CCN(CCCN2CC(=O)N3CCCCC3C2=O)CC1 (stereo unspecified)	/	-1%	/	/	/	-3%	/	-19%	-5%
15	COc1ccc(S(=O)(=O)N2CCCC(C(=O)NCc3ccco3)C2)cc1OC (stereo unspecified)	5%	-3%	0%	-2%	?	?	-19%	-19%	-10%
16	CCC1Sc2ccc(S(=O)(=O)Nc3ccc(OC)cc3)cc2NC1=O (stereo unspecified)	0%	-18%	/	-2%	-9%	13%	-20%	-24%	-27%
17	O=C(NN1CC(C(=O)OCc2ccccc2F)CC1=O)c1ccccc1 (stereo unspecified)	34%	-5%	136%[activator]	-13%	1%	8%	17%	-6%	-1%
18	Cc1ccc(N2CCN(c3ccc(NC(=O)CCC(=O)O)cc3)CC2)cc1	68%	-15%	?	2%	3%	-6%	17%	-13%	-16%
19	Cc1c(NC(=O)C(=O)N/N=C/c2cccs2)c(=O)n(-c2ccccc2)n1C	-18%	-8%	7%	-5%	-20%	-24%	-2%	-3%	-8%
20	COc1ccc(S(=O)(=O)Nc2nc3ccccc3nc2NCc2ccc3c(c2)OCO3)cc1	2%	-27%	1%	-2%	0%	17%	-3%	-3%	1%
21	CC1=C(Cl)C2=NS(=O)(=O)CCN2C=C1Cl	0%	-3%	-23%	-5%	-2%	1%	-3%	-3%	1%

(listing goes on)
item	Compound	Pol beta inh	POLH inh	G9a block	BLM inh	BAZ2B block	POLI inh	APE1 inh	POLK inh	JMJD2A Tudor
25	O=C(/C=C/c1ccc(F)cc1)NC(=S)N1CCCCC1c1cccnc1 (stereo unspecified)	17%	-9%	?	-7%	-20%	52%[activator]	21%	6%	?
26	Cc1cccc(-n2nc(C(=O)c3ccco3)cc(-c3nc4ccccc4[nH]3)c2=N)c1	0%	-5%	8%[59 µM]	4%	?	43%[activator]	1%	-25%	-30%
27	CCc1cc2c(N3CCN(c4nnc(CC)s4)CC3)ncnc2s1	20%	0%	-21%[59 µM]	1%	?	7%	-3%	-6%	-33%[57.1 µM]
28	CCCOCC(O)CCc1n[nH]c(=S)n1-c1ccccc1 (stereo unspecified)	39%	7%	/	-2%	-4%	52%[activator]	17%	-8%	50µM*
29	Cc1ccc(C(=O)CCC(=O)N(C)CC(=O)Nc2ccccc2Br)cc1	18%	-23%	27%	1%	-12%	20%	7%	-4%	-8%
30	N#Cc1c(Nc2ccccc2)c(C=O)c[nH]c1=O	22%	-14%	-18%	3%	10%	41%[activator]	-9%	2%	-7%
31	Nc1c(N(Cc2ccccc2)C(=O)CCc2ccccc2)c(=O)[nH]c(=O)n1Cc1ccccc1	/	-18%	24%[59 µM]	/	11%	-1%	-14%	-6%	-2%
32	COc1ccc(NC(=O)CSc2n[nH]c(-c3ccccn3)n2)cc1	34%	3%	-3%	-6%	3.5µM*	23%	15%	-12%	4µM*
33	COc1ccccc1NC(=S)N1CCN(c2nc(-c3ccccc3)cs2)CC1	23%	-13%	?	-8%	-37%	50%[activator]	-3%	-3%	-19%
34	CCOc1ncccc1C(=O)OCC(=O)N1CC(=O)Nc2ccccc21	4%	5%	-4%[59 µM]	-8%	-8%	6%	0%	-5%	-14%[57.1 µM]
35	CC1(C)CC(=O)C(C=N)=C(O)C1	15%	-9%	18%	5%	-5%	3%	-10%	-14%	-14%
36	O=C(O)c1cc([N+](=O)[O-])ccc1N1CCCCC1	0%	-13%	-11%	1%	-28%	-2%	1%	-13%	-12%
37	COc1ccc(C(=O)/C=C(\C)Nc2ccc(NC(C)=O)cc2)cc1	3%	-8%	35µM*	-2%	79µM*	?	-4%	-5%[60.1 µM]	?
38	O=C(O)c1cncc(C#Cc2ccccc2)c1	4%	-19%	?	-3%	-22%	64%[activator]	10%	-20%	-10%
39	CC1(c2ccc(Cl)cc2Cl)NC(=O)N(CC(=O)Nc2cccnc2Cl)C1=O (stereo unspecified)	/	-6%	-2%	/	8%	16%	8%	-2%	-3%
40	CC1CCN(C(=O)CCC(=O)Nc2nnc(C3CCCCC3)s2)CC1	-1%	-1%	23%[0.0925 µM]	-3%	0%	4%	-2%	-15%	-6%

Not all compounds are listed; count on the stated rates, not on these rows.
